Bioassay records deposited in PubChem BioAssay by National Center for Advancing Translational Sciences (NCATS).
Vif-A3G inh – Vif-A3G binding inhibition | actives 0.076% (n = 410,000) | Q9HC16 | Potency, µM (highest dose often 46.1 µM), inactives show at the top dose activity, negative = active, usual class: inhibitors | HeLa A3G-eYFP + Vif (tagged APOBEC3G with the HIV-1 protein that degrades it), YFP fluorescence, overnight;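 note: potency is the fitted concentration of half-maximal effect; % is set by controls: 0 for no effect and ±100 for the full control effect; nearly all actives have a fitted effect of over 60% in size; hits raise eYFP signal because A3G escapes Vif-driven loss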
Target sequence (Q9HC16 whole entry, looked up): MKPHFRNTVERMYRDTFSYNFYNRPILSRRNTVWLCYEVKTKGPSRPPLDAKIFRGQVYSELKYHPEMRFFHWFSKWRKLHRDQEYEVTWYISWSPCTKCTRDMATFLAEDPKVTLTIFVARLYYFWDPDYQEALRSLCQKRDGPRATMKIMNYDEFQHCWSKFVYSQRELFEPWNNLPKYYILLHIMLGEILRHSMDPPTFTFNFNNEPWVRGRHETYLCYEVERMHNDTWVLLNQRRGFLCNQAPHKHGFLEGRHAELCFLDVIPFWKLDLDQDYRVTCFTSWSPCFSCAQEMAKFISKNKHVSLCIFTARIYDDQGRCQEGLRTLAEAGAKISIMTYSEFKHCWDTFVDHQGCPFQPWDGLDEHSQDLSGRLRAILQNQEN
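Read-out is eYFP fluorescence (Ex 488/Em 500-530) from Vif-expressing HeLa A3G-eYFP cells; more signal means A3G escaped Vif-mediated degradation. Cells plated overnight, compound pinned in, incubated overnight at 37 deg C.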
rTrxR1 inhibitor – inhibitors of rat thioredoxin reductase 1; actives 1% (n = 390,000); AID 588453; O89049; recombinant rTrxR1, NADPH fluorescence consumption, selenite substrate; Potency, µM (highest dose often 114 µM), for inactives: top-dose activity change, negative = inhibition, usual class: inhibitors; note: potency is the fitted concentration of half-maximal effect; % is set by controls: 0 for no effect and ±100 for the full control effect; nearly all actives have a fitted effect of over 65% in size
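Rat TrxR1 (90 nM in the dispensed reagent) was pre-reduced with 400 uM NADPH for 5 min at room temperature, then incubated with compound for 15 min. After 400 uM selenite was added, NADPH fluorescence (Ex 340/Em 450 nm) was followed for 8 min.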
LDHA inh – inhibitors of human lactate dehydrogenase A; P00338; purified LDHA, NADH/diaphorase-resazurin fluorescence; hits give low values; activity change, % (values are at about 110 or 230 µM); actives 0.15% (n = 480,000); AID 1347041; in the data active = activity change below about -30%; inconclusive = mostly about -25% to -30%;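 note: plate controls were DMSO wells for no effect and wells without enzyme for full effect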
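Human LDH5 at 2 nM final in Tris HCl pH 7.4 with 0.06 mM NADH and 0.2 mM pyruvate, reacted 5 minutes at room temperature. Remaining NADH coupled via diaphorase/resazurin; resorufin fluorescence read at 0 and 20 minutes, normalized to enzyme-free and DMSO wells.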
Vif-APOBEC3F blk – inhibitors of Vif-A3F interaction; actives 0.2% (n = 390,000); Potency, µM (series often up to 46.1 µM), for inactives: at the highest dose activity, negative = active; HeLa A3F-eYFP + Vif (tagged APOBEC3F with the HIV-1 protein that degrades it), YFP fluorescence increase; note: potency is the fitted concentration of half-maximal effect; % of control where 0% means no effect; nearly all actives have a fitted effect of over 65% in size
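HeLa cells stably expressing A3F-eYFP plus Vif, plated and incubated overnight at 37 deg C, then exposed to compounds overnight at 37 deg C. Blocked degradation read as raised yellow fluorescence (Ex 488/Em 500-530).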
IDH1 R132H inh – blocks human mutant IDH1 R132H enzyme; IDH1-R132H enzyme, NADPH consumption, diaphorase/resazurin fluorescence; actives 0.093% (n = 390,000); Potency, µM (highest dose often 76.6 µM), without a hit: at the highest dose activity change, negative = inhibition, actives largely listed as inhibitors; AID 602179; O75874; note: potency is the fitted concentration of half-maximal effect; % is set by controls: 0 for no effect and ±100 for the full control effect; nearly all actives have a fitted effect of over 65% in size
Target sequence (O75874 whole entry R132H, stated change not applied): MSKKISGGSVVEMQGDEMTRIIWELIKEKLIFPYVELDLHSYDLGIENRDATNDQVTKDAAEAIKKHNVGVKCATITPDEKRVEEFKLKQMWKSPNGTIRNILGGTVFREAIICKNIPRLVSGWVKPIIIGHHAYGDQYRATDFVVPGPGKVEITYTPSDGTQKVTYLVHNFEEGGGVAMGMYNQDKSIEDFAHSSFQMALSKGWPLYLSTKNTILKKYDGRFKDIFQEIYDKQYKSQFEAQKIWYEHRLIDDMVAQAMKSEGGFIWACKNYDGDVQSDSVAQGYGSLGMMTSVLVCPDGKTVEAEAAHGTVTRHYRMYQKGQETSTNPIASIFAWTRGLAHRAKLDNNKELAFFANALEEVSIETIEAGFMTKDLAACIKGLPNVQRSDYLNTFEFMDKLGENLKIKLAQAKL
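IDH1-R132H (0.5 ug/mL) preincubated 30 min with compound, then NADPH (0.016 mM) and alpha-KG (2 mM) added; 80 min at RT, pH 7.5. Remaining NADPH coupled via diaphorase/resazurin to fluorescence (540/590 nm); concentration-response curves normalized to no-enzyme control.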
USP1 inh – blocks the human USP1/UAF1 deubiquitinase complex | recombinant USP1/UAF1, Ub-Rhodamine cleavage fluorescence | Potency, µM (doses to about 57.1 µM), for inactives: at the top dose activity change, negative = inhibition, hits mostly inhibitors | actives 0.23% (n = 390,000) | AID 743255; note: potency is the fitted concentration of half-maximal effect; % is set by controls: 0 for no effect and ±100 for the full control effect; nearly all actives have a fitted effect of over 60% in size; inactives centre near -12
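In this screen, compounds sit with the deubiquitinase complex (1nM) for 15 min at room temperature before Ub-Rho is added at 150nM final. Fluorescence rise is then followed for 6 reads every 60 seconds.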
RGS4 inh – blocks human RGS4-accelerated GTP hydrolysis; P49798; Transcreener GDP fluorescence polarization, RGS4-accelerated GTP hydrolysis; Potency, µM (titrated, usually from 114 µM), without a hit: at the top dose activity change, negative = inhibition, actives largely listed as inhibitors; actives 0.039% (n = 390,000); AID 504845; note: potency is the fitted concentration of half-maximal effect; % is set by controls: 0 for no effect and ±100 for the full control effect; nearly all actives have a fitted effect of over 75% in size; some results filed as inactive show a strong effect at the top dose
Target sequence (P49798 whole entry, looked up): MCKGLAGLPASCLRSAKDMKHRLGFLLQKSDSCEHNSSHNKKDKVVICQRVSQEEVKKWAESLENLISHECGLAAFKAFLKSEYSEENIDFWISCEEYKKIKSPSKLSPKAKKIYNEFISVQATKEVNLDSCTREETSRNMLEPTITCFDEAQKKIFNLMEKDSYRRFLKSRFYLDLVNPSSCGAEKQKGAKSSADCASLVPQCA
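MLSMR compounds (23 nl, pin-transferred) preincubated 10 min at room temperature with a 500nM (2x) first reagent, then RGS4 at 900nM (2x) plus Transcreener GDP mix added; fluorescence polarization (620/688 nm) read before and after 90 min at 30 °C.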
Glioma ERSR ind – induces the endoplasmic reticulum stress response in human glioma cells. Potency, µM, for the others: at the top dose activation, hits mostly activators. AID 602332. U87-MG GRP78 promoter luciferase reporter, 16 h. actives 0.02% (n = 420,000); note: potency is the fitted concentration of half-maximal effect; series mostly up to about 76 µM; % of control where 0% means no effect; nearly all actives have a fitted effect of over 35% in size
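Stably transfected U87-MG glioma cells carrying a GRP78-based luciferase sensor; 16 h compound incubation. Luminescence end-point read 10 min after Bright-Glo addition at room temperature.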
TrxR1 substrate – is turned over as a substrate by rat TrxR1; purified TrxR1 substrate turnover, NADPH consumption readout; actives 0.01% (n = 390,000); Potency, µM (titrated, usually from 114 µM), for inactives: at the highest dose activity change, negative = substrate turnover; note: potency is the fitted concentration of half-maximal effect; % is set by controls: 0 for no effect and ±100 for the full control effect; nearly all actives have a fitted effect of over 50% in size
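Rat TrxR1, dispensed at 90 nM, was prereduced with 400 uM NADPH (final) for 5 min at ~22 deg C, then incubated with compound 15 min before 400 uM selenite. A first-read NADPH fluorescence drop versus no-compound background flagged substrates.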
* marks the source's active call; other numbers are inactive results; ? = inconclusive; & = joins results of further samples; [ ] = another dose, or the depositor's remark. Unless noted, calls come from the whole dose curve; as a rule, active = well fitted curve in the direction sought with a large enough effect; inconclusive = small, poorly fitted or top-dose-only effect, or another doubt; inactive = no such curve, though single readings can be large; an effect the other way counts as inactive or inconclusive. A portion of the library; rates above refer to the full screens.

SMILES	Vif-A3G inh	rTrxR1 inhibitor	LDHA inh	Vif-APOBEC3F blk	IDH1 R132H inh	USP1 inh	RGS4 inh	Glioma ERSR ind	TrxR1 substrate
COc1ccc2cc(C3(C)NC(=O)N(CC(=O)NCc4ccco4)C3=O)ccc2c1 (stereo not drawn)	0%	19%	-5	9%	0%	-18%	-8%	1%	10%
O=C(CSc1nnc(COc2ccccc2)o1)Nc1cc(C(F)(F)F)ccc1Cl	-3%	12%	-3	2%	-5%	-17%	8%	-1%	-5%
CSc1ccc(Cn2nnc(C(=O)NCc3ccccc3)c2N)cc1	0%	14%[57.1 µM]	-3	-5%	-5%	-15%	-11%	-5%	6%[57.1 µM]
C=CCn1c(=O)c2ccccc2n2c(SCC(N)=O)nnc12	1%	12%[57.1 µM]	-8	1%	2%	-7%	5%	-4%	6%[57.1 µM]
Cc1cc(NC(=O)C2CCCN(S(=O)(=O)c3c(C)noc3C)C2)n[nH]1 (stereo not drawn)	5%	10%[57.1 µM]	0	-1%	4%	-21%	-20%	-4%	5%
COc1ccc(NC(=O)c2ccco2)cc1NC(=O)c1ccc(OC(C)C)cc1	-4%	-5%	-9	-8%	26%	-11%	30%	-1%	-8%
O=C(Nc1nnc(SCC(=O)N2CCCCC2)s1)c1ccc(F)cc1F	-1%	8%	0	-2%	6%	-11%	23%	0%	-1%
CCOC(=O)c1cc(-c2ccc(OC)cc2)n(CCC(=O)NC2CCC(C)CC2)c1C (stereo not drawn)	-1%	19%[57.1 µM]	4	2%	4%	-8%	-10%	-2%	-2%[57.1 µM]
CCCCN1C(=O)NC(NC(=O)c2ccco2)(C(F)(F)F)C1=O (stereo not drawn)	-2%	-7%	1	0%	-3%	-19%	8%	0%	-3%
COC(=O)c1ccc(-n2c(C)cc(/C=N/n3cnnc3)c2C)cc1	-3%	-4%[57.1 µM]	2	0%	-3%	1%	-1%[11.4 µM]	-5%	-12%
COc1ccc(N=Nc2nc(-c3ccccc3)c(-c3ccccc3)[nH]2)cc1	3%	20%[57.1 µM]	2	17%	3%	?	-17%	-1%	-21%[57.1 µM]
Cn1c(/N=C/c2c(O)ccc3ccccc23)nc2ccccc21	1%	-34%	59	-10%	23%	?	?	1%	-12%
Cc1ccccc1NC(=O)Cc1nc(CCl)cs1	1%	4%	-3	3%	5%	-16%	-46%	-2%	0%
Cc1cc(C)c(C(=O)c2ccccc2)c(C)c1	2%	-2%	-10	-2%	-5%	0%	0%	-4%	-10%
CC(=O)O/N=C(\N)Cc1ccc(-c2csnn2)cc1	-1%	28%	-1	-1%	0%	-20%	23%	-4%	1%
Cc1cc(NC(=O)CSc2ccc(F)cc2)no1	0%	-17%	-13	0%	-9%	-7%	11%	-1%	-16%
CN(NC(=S)Nc1ccc(OC(F)F)cc1)C(=S)Nc1ccc(OC(F)F)cc1	4%	12%[57.1 µM]	1	?	1%	-20%	-40%	-2%	-20%[57.1 µM]
CCCOc1ccc(/C(O)=C2/C(=O)C(=O)N(c3ccccn3)C2c2ccc(OC)cc2)cc1C (stereo not drawn)	2%	-9%	0	-1%	-5%	-17%	-50%	-4%	-3%
CCCN(CCC)CCNC(=O)c1cc2c(C)nc3ccccc3c2o1	5%	21%	-4	-11%	-4%	-15%	12%	-4%	27%
CCOC(=O)c1cc(-c2ccc(C)cc2)n(CCC(=O)NCc2ccccc2)c1C	1%	-4%	-10	3%	-15%	-26%	-1%	-1%	-4%
CCC(C)C(Nc1ncnc2scc(-c3ccccc3)c12)C(=O)O (stereo not drawn)	-7%	0%	0	0%	-19%	7%	13%	0%	-6%
COc1ccc(OC)c(NC(=S)NCCSc2ccc(C)cc2)c1	0%	-15%	5	-11%	2%	-24%	-3%	-1%	-7%
O=C(Nc1ccn(Cc2cccc3ccccc23)n1)c1cccnc1	-13%	8%	-5	-1%	10%	-5%	6%	-3%	-1%
Cc1nc(N)sc1N=Nc1ccccc1C(F)(F)F	2%	-10%	1	-10%	0%	-29%	-1%	9%	-11%
Cc1ccc2c(COC(=O)c3ccccc3Cl)cc(=O)oc2c1	2%	2%	-4	-12%	-6%	-7%	-1%	1%	-3%

Exported with two lines to a compound: part of the list above.
Each structure is followed by: Vif-A3G inh | rTrxR1 inhibitor | LDHA inh | Vif-APOBEC3F blk | IDH1 R132H inh | USP1 inh | RGS4 inh | Glioma ERSR ind | TrxR1 substrate
CCCOc1ccc(/C(O)=C2/C(=O)C(=O)N(c3ccccn3)C2c2ccc(OC)cc2)cc1C (stereo not drawn)
 : 2% | -9% | 0 | -1% | -5% | -17% | -50% | -4% | -3%
CCCN(CCC)CCNC(=O)c1cc2c(C)nc3ccccc3c2o1
 : 5% | 21% | -4 | -11% | -4% | -15% | 12% | -4% | 27%
CCOC(=O)c1cc(-c2ccc(C)cc2)n(CCC(=O)NCc2ccccc2)c1C
 : 1% | -4% | -10 | 3% | -15% | -26% | -1% | -1% | -4%
CCC(C)C(Nc1ncnc2scc(-c3ccccc3)c12)C(=O)O (stereo not drawn)
 : -7% | 0% | 0 | 0% | -19% | 7% | 13% | 0% | -6%
COc1ccc(OC)c(NC(=S)NCCSc2ccc(C)cc2)c1
 : 0% | -15% | 5 | -11% | 2% | -24% | -3% | -1% | -7%
O=C(Nc1ccn(Cc2cccc3ccccc23)n1)c1cccnc1
 : -13% | 8% | -5 | -1% | 10% | -5% | 6% | -3% | -1%
Cc1nc(N)sc1N=Nc1ccccc1C(F)(F)F
 : 2% | -10% | 1 | -10% | 0% | -29% | -1% | 9% | -11%
Cc1ccc2c(COC(=O)c3ccccc3Cl)cc(=O)oc2c1
 : 2% | 2% | -4 | -12% | -6% | -7% | -1% | 1% | -3%

(listing goes on)
SMILES	Vif-A3G inh	rTrxR1 inhibitor	LDHA inh	Vif-APOBEC3F blk	IDH1 R132H inh	USP1 inh	RGS4 inh	Glioma ERSR ind	TrxR1 substrate
O=C(Cn1cncn1)NCc1cccc(OC(F)F)c1	0%	12%[57.1 µM]	-8	-10%	10%	9%	7%	-7%	6%
Cc1ccc(NC(=O)C2CCN(S(=O)(=O)c3cccc4nsnc34)CC2)cc1	-1%	-1%	-3	-7%	6%	-7%	18%	-2%	-3%
CCOC(=O)C1(CCc2ccccc2)CCN(C(=O)CN2C(=O)CSC2=O)CC1	?	18%[57.1 µM]	-5	10%	-5%	-17%	-12%	1%	4%[57.1 µM]
COc1ccc(OC)c(NC(=O)C2C3CC4OC(=O)C2C4C3)c1 (stereo not drawn)	-1%	26%[57.1 µM]	1	3%	8%	-15%	-11%	-9%	3%[57.1 µM]
CN(C)C(=O)CN(C)S(=O)(=O)c1ccc(Cl)cc1	2%	3%	-3	-10%	13%	0%	-12%	-1%	-1%
O=C(Nc1ccccc1C(=O)O)/C(=C/c1ccc([N+](=O)[O-])cc1)NC(=O)c1ccc(Br)o1	-1%	5%[57.1 µM]	-3	8%	16%	-8%	-24%	-2%	-2%[57.1 µM]
O=C(NC1CCCCC1)C(c1ccc(F)cc1)N(CCc1ccccc1)C(=O)CN1C(=O)c2ccccc2S1(=O)=O (stereo not drawn)	0%	13%[57.1 µM]	-3	-14%	-7%	-21%	-22%	-1%	-7%[57.1 µM]
Cc1cc(C)n(CCOc2ccc(Br)cc2)n1	4%	20%	0	1%	-1%	-23%	6%	5%	2%
CSc1nc(Sc2ccccc2)c2ccccc2n1	-2%	17%[57.1 µM]	-6	-8%	9%	-16%	0%	-2%	13%[57.1 µM]
Cc1ccc(S(=O)(=O)NCCc2cccs2)cc1	3%	-4%	-3	4%	-2%	-20%	5%	-1%	-6%
CCN(CC)C(=O)CCn1nc(-c2ccc(C)cc2)c2ccccc2c1=O	4%	6%	-1	8%	-10%	-22%	-15%	-2%	1%
Cc1nc(Nc2ccc3c(c2)OCCO3)c2oc3ccccc3c2n1	1%	-9%	-7	-1%	3%	-19%	11%	-9%	-5%
c1ccc(-n2c(SCc3ccncc3)nnc2-c2ccco2)cc1	-1%	-37%	-3	1%	0%	-9%	-18%	-3%	5%[57.1 µM]
COC(=O)c1ccc(/C=N/OCC(=O)NCc2ccc(F)cc2)cc1	-27%	6%[57.1 µM]	-3	-23%	-1%	-19%	-18%	-5%	7%
COc1ccc(N(CC(=O)NCCc2cccc(C)c2)S(=O)(=O)c2c(C)noc2C)cc1	2%&-2%	28%&8%	-1&-14	-5%&-6%	2%&-1%	-3%&-18%	18%&18%	-10%&-2%	-7%&-7%
